OXTR ag: human OXTR agonists, primary screen, fluorescence, CHO-OTR cells, Fluo-8 calcium; Oxytocin receptor (Homo sapiens), P30559; hit rate 0.32% among 320,000; activation, % at 3 µM; Fluo-8 calcium fluorescence; normalized: DMSO 0%, oxytocin 100%;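 active = activation above the mean of all tested compounds plus 3 SD, cutoff set per screening run, cut at about 20% in these data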;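 also: peak over basal fluorescence ratio from a 100 s FLIPR kinetic read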
GalR3 antagonist: GalR3 antagonists in HEK293 cells, primary screen, cell-based, fluorescence readout; HEK293 GalR3-CNG cAMP membrane potential fluorescence; galR3 body fused to GalR1 C-terminus; inhibition, % at 3 µM; hit rate 0.44% among 360,000; AID 651719, 2012;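 active = inhibition above the screen-wide average plus 3 SD, cut at about 13% in these data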;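 also: forskolin and galanin both at EC90 stimulate the cells; cAMP rise reported by CNG channel membrane potential dye signal; 0% = forskolin plus galanin with DMSO and 100% = forskolin alone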
Target sequence (O60755 1-299 limits assumed): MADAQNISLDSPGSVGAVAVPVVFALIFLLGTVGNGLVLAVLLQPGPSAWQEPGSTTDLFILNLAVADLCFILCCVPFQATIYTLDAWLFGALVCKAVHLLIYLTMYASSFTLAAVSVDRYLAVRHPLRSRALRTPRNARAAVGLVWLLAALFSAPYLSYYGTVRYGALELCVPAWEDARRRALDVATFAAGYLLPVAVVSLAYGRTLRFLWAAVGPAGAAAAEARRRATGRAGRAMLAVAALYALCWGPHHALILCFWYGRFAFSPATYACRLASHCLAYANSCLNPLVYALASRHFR
V1aR counter: agonists of human V1a receptor, primary screen, counter-screen for OXTR agonist project, fluorescence, CHO-V1R cells | hit rate 0.25% among 320,000 | AID 2797, 2010 | Fluo-8 calcium fluorescence, agonist mode; 0% DMSO, 100% 3 nM vasopressin | activation, % at 3 µM | Vasopressin V1a receptor (Homo sapiens), P37288;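 active = activation above the mean activation of all tested compounds plus 3 SD, per screening run, cut at about 20% in these data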;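 also: signal is peak over basal fluorescence ratio across a 100 second FLIPR read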
Target sequence (P37288 whole entry, looked up): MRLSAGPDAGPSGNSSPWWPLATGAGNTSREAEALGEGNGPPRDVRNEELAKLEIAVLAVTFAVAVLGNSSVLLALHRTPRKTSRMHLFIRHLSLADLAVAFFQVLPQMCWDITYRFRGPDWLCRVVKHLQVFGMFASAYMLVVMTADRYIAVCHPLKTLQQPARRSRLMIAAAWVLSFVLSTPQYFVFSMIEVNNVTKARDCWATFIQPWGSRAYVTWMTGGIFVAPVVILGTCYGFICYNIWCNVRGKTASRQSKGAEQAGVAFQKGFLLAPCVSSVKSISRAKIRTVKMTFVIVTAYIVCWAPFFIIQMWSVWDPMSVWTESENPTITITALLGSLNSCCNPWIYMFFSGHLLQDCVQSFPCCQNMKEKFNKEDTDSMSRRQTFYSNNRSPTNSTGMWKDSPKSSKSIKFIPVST
* = called active by the depositor.

SMILES	OXTR ag	GalR3 antagonist	V1aR counter
O=C(NCCC1CCCCN1S(=O)(=O)c1ccccc1)C(=O)Nc1ccccc1F (stereo not drawn)	-0.7	-4	-1.1
O=C(O)C(C(=O)Oc1ccccc1)C(C(=O)O)C(=O)Oc1ccccc1 (stereo not drawn)	0.0	-3	0.5
CC(O)C(NC(=O)OCc1ccccc1)C(=O)OCc1ccccc1 (stereo not drawn)	-1.1	-5	0.4
O=C(CSc1n[nH]c(=O)[nH]c1=O)Nc1ccc(SC(F)F)cc1	3.8	-2	1.6
COc1ccc(NC(=O)Nc2cccc3c2O[C@H](CN(C)Cc2ccc(-c4ccccc4)cc2)[C@@H](C)CN([C@H](C)CO)C3=O)cc1	1.6	0	0.7
CCOC(=O)[C@H]1[C@H]2COc3ccc(C)cc3[C@@H]2N2C(=O)c3ccc(C)cc3NC(=O)[C@@]12C	-2.5	-1	-0.6
O=C(c1ccc(NS(=O)(=O)c2cccc([N+](=O)[O-])c2)cc1)N1CCCCCC1	2.0	-1	3.4
CCC(C)c1ccccc1N1CC(C(=O)N2CCN(S(=O)(=O)c3ccccc3Br)CC2)CC1=O (stereo not drawn)	0.7	-4	2.2
Cc1cnc(C(=O)OCC(=O)Nc2cccc3ccccc23)cn1	0.5	0	1.0
Cc1cccc(N2CCN(C(=O)c3oc4ccc(Br)cc4c3C)CC2)c1C	0.9	-8	0.1
CN(CC(=O)Nc1cccc(F)c1)C(=O)CCc1nc2sc3c(c2c(=O)[nH]1)CCCC3	-0.5	-2	1.4
COc1ccc(Cl)cc1NC(=O)CN1C(=O)NC(C)(Cc2ccc(OC)c(OC)c2)C1=O (stereo not drawn)	-0.7	-3	0.1
CC(=O)c1ccccc1NC(=O)COC(=O)CSCC(=O)Nc1cc(C)on1	-1.1	-4	1.4
O=C(Nc1cc(C(F)(F)F)ccc1-n1cncn1)c1ccc([N+](=O)[O-])o1	-1.6	-4	0.5
CCOC(=O)Cc1csc(NC(=O)CSc2nc(=O)[nH]c3c2CCC3)n1	0.4	-2	-0.9
COc1ccc(-c2ccc(N)cn2)cn1	0.0	-9	0.2
Cc1ccc(CN(C)C(=O)COC(=O)CSc2ccc([N+](=O)[O-])cc2)cc1	-1.6	-2	0.4
CCOc1ccc(CCNC(=O)COC(=O)c2ccc(Cl)nc2)cc1OCC	-1.1	-2	-0.4
CCOc1ccccc1Nc1nnc(SCC(=O)NC2CC2)s1	-0.7	2	0.0
COc1ccccc1CNC(=O)c1cc(C2CC2)nc2c1cnn2C(C)C	-0.9	1	-0.6
O=C(CNS(=O)(=O)c1ccccc1)N/N=C/c1ccncc1	0.7	0	0.0
Cc1ccc(S(=O)(=O)N2CCN(C(=O)c3ccccc3OCc3c(C)noc3C)CC2)cc1	-0.3	-6	0.9
CCOc1ccc(OCCNC(=O)c2ccc3c(c2)nnn3CC)cc1	1.7	-5	0.8
CC(C)n1nnnc1SCC(=O)N1N=C(c2cccs2)CC1c1cccs1 (stereo not drawn)	-2.0	-5	0.1
C[C@H](CO)N1C[C@H](C)[C@@H](CN(C)Cc2ccc(Cl)c(Cl)c2)Oc2c(NS(=O)(=O)c3cn(C)cn3)cccc2C1=O	-0.1	1	0.2

Record cards, as listed above.
CCOc1ccc(OCCNC(=O)c2ccc3c(c2)nnn3CC)cc1 across the screens: OXTR ag = 1.7; GalR3 antagonist = -5; V1aR counter = 0.8
CCOc1ccccc1Nc1nnc(SCC(=O)NC2CC2)s1 across the screens: OXTR ag = -0.7; GalR3 antagonist = 2; V1aR counter = 0.0
CCC(C)c1ccccc1N1CC(C(=O)N2CCN(S(=O)(=O)c3ccccc3Br)CC2)CC1=O (stereo not drawn) across the screens: OXTR ag = 0.7; GalR3 antagonist = -4; V1aR counter = 2.2

(listing goes on)
SMILES	OXTR ag	GalR3 antagonist	V1aR counter
C=C(C)C(O)Cc1c(OC)ccc(C(=O)/C=C/c2ccc(O)cc2)c1O (stereo not drawn)	2.5	-3	1.6
O=C(Cc1cccc(NC(=O)C2CCN(C(=O)C3CCCCC3)CC2)c1)Nc1cccc(C(=O)N2CCCC2)c1	-1.6	-4	0.3
CCC1(c2ccccc2)ON(c2c(Br)cccc2Br)C1=O (stereo not drawn)	-1.5	-5	-0.6
O=C(NCC1CCCO1)c1cc([N+](=O)[O-])ccc1N1CCC(Cc2ccccc2)CC1 (stereo not drawn)	-1.7	-3	0.2
c1ccc(COc2cncc(-c3cccnc3)c2)cc1	1.5	-2	0.3
COc1ccc(NC(=O)CN(C)C(=O)c2c(C)nn(Cc3ccccc3)c2C)cc1	-0.5	-3	-0.7
CCCCCOc1ccc(C(=O)CCC(=O)NC(C)c2ccc(S(N)(=O)=O)cc2)cc1 (stereo not drawn)	-0.3	2	0.7
CC(C)C1NCCc2c1sc1ccccc21 (stereo not drawn)	0.8	-6	1.2
CC1CN(S(=O)(=O)c2cccc(C(=O)Nc3ccccc3N3CCCCC3)c2)CC(C)O1 (stereo not drawn)	-3.1	-6	0.0
O=C(c1cc(Cl)nc2ccccc12)N1CCN(S(=O)(=O)c2cccc(C(F)(F)F)c2)CC1	-0.8	-1	-0.9
COc1cccc(CNC(=O)Cc2csc(NC(=O)Nc3ccccc3OC)n2)c1	-0.1	-4	0.8
CN(C(=O)CSc1nnnn1C)C1(C#N)CCCCC1	0.3	-4	0.6
N#Cc1ccc(S(=O)(=O)Nc2ccccc2N2CCOCC2)cc1	1.5	-8	1.6
NC(=O)c1cc(Cl)ccc1OCC(=O)Nc1ccc2c(c1)OCO2	-0.6	-5	0.1
CCC1CCc2sc(C(=O)N(C)CC(=O)Nc3ccc(OC)cc3)cc2C1 (stereo not drawn)	-2.0	-2	-1.2
COc1cc2cnc(C3=CCCCC3)cc2cc1OC	-2.2	2	-1.2
Cc1ccc(C(=O)NNC(=O)COC(=O)COc2ccccc2C#N)cc1	0.2	-4	1.5
COc1ccc(F)cc1S(=O)(=O)Nc1cc2c3c(c1)CCC(=O)N3CCC2	2.8	-2	3.5
CSCCC(NC(=O)COc1ccccc1)C(=O)N1CCCC(C(F)(F)F)C1 (stereo not drawn)	-1.6	-5	-0.3
O=C(COC(=O)c1ccccc1SCC(=O)N1CCCC1)NC1CCS(=O)(=O)C1 (stereo not drawn)	1.4	-5	0.0
Cc1cc(C)c(NC(=O)Nc2ccccc2)c(C)n1	2.1	-3	0.8
CSc1ccccc1NC(=O)CN(C)C(=O)Cc1c[nH]c2ccccc12	0.0	-4	-0.8
C=CCC[C@@H](Cc1ccc(F)cc1)C(=O)OC[C@@H](C)NC(=O)[C@@H](CC=C)CC(=O)N[C@H](CO)Cc1ccccc1	0.2	-8	5.3
Cc1ccc(C(=O)N(C)CC(=O)Nc2ccc(N3CCOCC3)cc2)s1	-0.6	2	-0.4
C/C(=N\OC(=O)c1ccc(F)cc1)c1sc(-c2ccc(Cl)cc2)nc1C	0.0	-5	-0.3

The last five entries of the part before open the next one:
SMILES	OXTR ag	GalR3 antagonist	V1aR counter
Cc1cc(C)c(NC(=O)Nc2ccccc2)c(C)n1	2.1	-3	0.8
CSc1ccccc1NC(=O)CN(C)C(=O)Cc1c[nH]c2ccccc12	0.0	-4	-0.8
C=CCC[C@@H](Cc1ccc(F)cc1)C(=O)OC[C@@H](C)NC(=O)[C@@H](CC=C)CC(=O)N[C@H](CO)Cc1ccccc1	0.2	-8	5.3
Cc1ccc(C(=O)N(C)CC(=O)Nc2ccc(N3CCOCC3)cc2)s1	-0.6	2	-0.4
C/C(=N\OC(=O)c1ccc(F)cc1)c1sc(-c2ccc(Cl)cc2)nc1C	0.0	-5	-0.3
CCSc1nnc(NC(=O)CCC2CCCCC2)s1	0.2	-3	0.0
CCc1noc(C)c1C(=O)OCC(=O)Nc1nc(-c2ccc(F)c(F)c2)cs1	3.4	-5	8.4
CCN(CC(=O)Nc1c(F)cccc1F)C(=O)c1ccc2c(c1)S(=O)(=O)N=C1CCCCCN12	0.2	-2	0.7
CC1CCCC(NC(=O)COC(=O)c2cc(=O)[nH]c3ccccc23)C1C (stereo not drawn)	-1.0	10	-0.1
CCOc1ccc(CCNC(=O)c2ccc(OCc3c(C)noc3C)cc2)cc1OCC	-2.2	-1	0.3
COc1ccc(NC(=O)c2ccccc2NC(=O)CN2CCCCCC2)cc1	-2.0	-1	-1.2
COc1cc(C#Cc2c(-c3cncn3C)n(C)c3ccc(-c4ccc(OC)nc4)cc23)cc(OC)c1	-0.3	1	-0.6
COc1ccc(NC(=O)CN(Cc2ccco2)Cc2ccco2)cc1S(=O)(=O)N1CCCCC1	4.9	-5	5.9
Cc1ccc(COC(=O)CN2C(=O)NC3(CCCC3)C2=O)cc1	-0.5	-6	0.7
O=C(NCC(c1ccco1)N1CCc2ccccc2C1)c1ccc(Br)cc1 (stereo not drawn)	-1.7	-5	-0.1
CCc1ccc(C(=O)NNC(=O)[C@H](C)NC(=O)c2ccco2)cc1	0.3	1	1.0
COC(=O)c1ccc(OCC(=O)Nc2ccccc2C(=O)NC2CC2)cc1	2.6	-2	3.1
O=C(CN1C(=O)NC2(CCCCC2)C1=O)N1CCN(S(=O)(=O)/C=C/c2ccccc2)CC1	-0.8	-3	-0.5
CN(C)C(CNC(=O)c1cccc(S(=O)(=O)Nc2ccc(Br)cc2)c1)c1ccco1 (stereo not drawn)	2.0	-6	0.8
O=C(NCC(c1ccco1)N1CCc2ccccc21)C(=O)Nc1ccccc1F (stereo not drawn)	-1.8	-5	-0.8
Cc1cccc(-c2nc(CC(=O)Nc3cccc(S(=O)(=O)NC4=NCCC4)c3)cs2)c1	-1.1	-2	1.4
CN1CCN(S(=O)(=O)c2ccc(NC(=O)c3ccc([N+](=O)[O-])cc3)cc2)CC1	0.4	-3	1.4
C=C(NC(C)=O)c1c(F)cccc1F	3.2	-8	0.5
CCN(C(=O)COC(=O)CNC(=O)c1ccc(C)cc1)c1c(N)n(Cc2ccccc2)c(=O)[nH]c1=O	0.5	-5	0.0
O=C(COC(=O)CCC(=O)c1cccs1)Nc1ccccc1C(F)(F)F	1.1	-6	1.4
CN(C(=O)c1cccc(NC(=O)Cc2ccc([N+](=O)[O-])cc2)c1)C1CCC1	4.9	-1	4.7
CN(CC(=O)Nc1ccc(Cl)c(C(F)(F)F)c1)C(=O)C1(c2ccccc2)CC1	-0.3	-2	0.2
CSc1ccc(/C=C/C(=O)OCC(=O)NCC2CCCO2)cc1 (stereo not drawn)	3.1	-7	4.6
Cc1cc(C(=O)OCC(=O)N(CC(C)C)c2c(N)n(Cc3ccccc3)c(=O)[nH]c2=O)c2ccccc2n1	0.2	-5	0.8
Cc1ccc(C(=O)c2nc(C(=O)NCCO)nc3ccccc23)cc1	-0.2	-4	-0.2

Additional records
SMILES	OXTR ag	GalR3 antagonist	V1aR counter
O=C(c1ccc(F)cc1)N1CCOC(c2nc(-c3ccc(F)cc3)no2)C1 (stereo not drawn)	4.3	-7	3.2
Cn1cccc1C(=O)OCC(=O)NCCc1ccc(S(N)(=O)=O)cc1	-0.4	-2	0.4
CCOc1ccc(NC(=O)CN(C)C(=O)c2cccnc2Sc2ccccc2Cl)cc1OCC	-2.0	0	-1.5
CC1(c2ccc(Cl)cc2)NC(=O)N(CC(=O)Nc2cccnc2Cl)C1=O (stereo not drawn)	19	-5	14
COc1ccc(OC)c(C(=O)COC(=O)C(CCSC)NC(=O)COc2ccccc2)c1 (stereo not drawn)	-0.3	0	-0.4
CNc1ccccc1C(=O)OCC(=O)Nc1ccc2c(c1)OCO2	-0.9	-5	-0.8
O=C(CCS(=O)(=O)c1ccc(F)cc1)Nc1nnc(-c2ccc(F)cc2)o1	0.8	0	-0.5
Cc1ccc(NC(=O)CN(C)C(=O)c2cccc(S(=O)(=O)N3CCc4ccccc43)c2)cc1	0.0	-1	2.8
COc1ccccc1NC(=O)C(C)OC(=O)CCNS(=O)(=O)c1cccc(C(F)(F)F)c1 (stereo not drawn)	-1.8	2	-0.1
COc1ccc(OC)c(S(=O)(=O)NC2CC(=O)N(c3cccc(F)c3)C2)c1 (stereo not drawn)	1.1	0	0.1
Cc1cccc(N(Cc2ccccc2)C(=O)c2cccc(S(=O)(=O)N3CC(C)OC(C)C3)c2)c1 (stereo not drawn)	-1.3	-4	-0.1
C/C(=N\NC(=O)c1cccc(S(=O)(=O)N2CCCC2)c1)c1ccc(C)cc1	-0.6	-2	-0.5
O=[N+]([O-])c1ccccc1CNCCO	-0.1	-2	0.8
CCCCCCSc1ccc([C@@H]2[C@H]3C(=O)N(CC)C(=O)[C@H]3[C@]3(C(=O)OC)CCCCN23)cc1OC	1.4	-4	2.2
CC(Sc1nnc(C2CC2)n1C1CC1)C(=O)NC1(C#N)CCCCC1 (stereo not drawn)	0.2	-2	-0.2
O=C(Nc1cccc(-c2ccc(N3CCCCC3)nn2)c1)c1ccco1	-2.2	-1	-1.5
CN(C(=O)c1ccc(NC(=O)Cc2cccc(NC(=O)C3CCCN(C(=O)CCc4ccccc4)C3)c2)cc1)C1CCCC1 (stereo not drawn)	-0.3	-4	-0.4

The list is partial; count on the stated rates, not on these rows.
